RSV CPE inhibition: RSV antiviral activity via CPE protection, HEp-2 cells, primary 10 µM value included (AID 2391); CPE inhibition, % at 10 µM, or IC50 in µM where a hit was titrated; 310,000 tested, 0.13% active; HEp-2 cells, RSV-induced CPE inhibition; higher % means a stronger effect; in the data active = a potency from the dose series; inconclusive = CPE inhibition mostly from about 23% at the one dose, without a potency; inactive = the rest, 99 in 100 with CPE inhibition below about 21%; note: strong numbers were not always called active
CSM14.1 death rescue: protection against thapsigargin-triggered cell killing – 384-well, CSM14.1, ATP luminescence, primary screen (AID 1222); CSM14.1 thapsigargin-induced death rescue, ATP luminescence; higher % means a stronger effect; cellular ATP content (survival), % at 20 µM, or EC50 in µM where a hit was titrated; 190,000 tested, under 10 active;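 active = EC50 below 50 µM in the dose-response confirmation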;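 note: death triggered by thapsigargin at about 15 µM added after 2 h compound pretreatment; cell ATP read after overnight thapsigargin exposure of roughly 18 to 22 hours; normalized against plate controls of thapsigargin alone and 5% DMSO vehicle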
Yfh1-depleted yeast: enhancers of respiration in Yfh1-depleted yeast, dose response, Friedreich's ataxia, plus single-dose screen (AID 1465); S. cerevisiae Yfh1-off respiration, WST-1 reduction, 72 h; higher fold induction means a stronger effect; 220,000 tested, 0.074% active; fold induction at 50 µM; hits with a dose series show EC50 in µM;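 active = fold induction of absorbance versus untreated yeast above a set limit, then at least 30% activation at any dose in follow-up; inconclusive = repeats straddling the limit, or above it without dose testing; inactive = fold induction below the set limit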;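 note: activators that raise dye reduction in frataxin-depleted yeast; strong numbers were not always called active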
WT yeast gro inh: growth inhibition of WT yeast, mitochondrial fusion screen; inhibition, % at 10 µM; mitochondrial fusion phenotypic screen, WT strain; AID 1362; 190,000 tested, 2.1% active; in the data active = inhibition above about 58%; tested in S. cerevisiae
NS5 inhibitors: Dengue-2 NS5 methyltransferase inhibitors, primary screen, biochemical, confirmation dose response (AID 588689); inhibition, % at 25 µM, or IC50 in µM where a hit was titrated; Dengue-2 NS5 methyltransferase capping enzyme assay, biochemical; higher % means a stronger effect; 340,000 tested, 0.3% active; in the data active = a potency from the dose series; inconclusive = inhibition above about 29% without an active follow-up result
West Nile antiviral: inhibition of WNV-induced cytopathic effect – cell-based, CPE readout (AID 1621) | one-dose CPE inhibition, % at 10 µM; IC50 in µM for titrated hits | 290,000 tested, 0.02% active | West Nile virus-infected cells, CPE inhibition; higher % means a stronger effect; in the data active = a potency from the dose series; inconclusive = CPE inhibition mostly from about 3.7% at the one dose, without a potency; inactive = the rest, 99 in 100 with CPE inhibition below about 2.2%; note: strong numbers were not always called active
Large T inhibition: SV40 large T antigen inhibitors, biochemical (AID 1903). SV40 large T antigen ATPase/helicase inhibition assay; higher % means a stronger effect. 310,000 tested, 0.39% active. inhibition, % at 20 µM; hits with a dose series show IC50 in µM; in the data active = a potency from the dose series; inconclusive = inhibition mostly from about 32% at the one dose, without a potency; inactive = the rest, 99 in 100 with inhibition below about 32%; note: strong numbers were not always called active
UTI89 phage lysis: protection from phage-mediated lysis, alamar blue read-out – E. coli UTI89, K1F phage, bacterial capsule biogenesis inhibitors (AID 488966). E. coli UTI89 K1F phage lysis, alamar blue, 2 h; higher % means a stronger effect. inhibition, % at 100 µM; hits with a dose series show IC50 in µM. 340,000 tested, 0.02% active;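 active = phage lysis inhibition, versus mean bacterial control, above a set limit; inconclusive = no clear call, values can overlap the other calls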;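 note: capsule biogenesis inhibitors block K1F phage lysis so surviving cells raise fluorescence; higher fluorescence means more inhibition of phage lysis; actives were called in the ten point dose series up to 300 µM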
XIAP displacement: XIAP antagonists, biochemical, IAP family, fluorescence polarization (AID 1018) | XIAP BIR domain, fluorescence polarization peptide displacement; higher % means a stronger effect | displacement, % at 20 µM, or IC50 in µM where a hit was titrated | 200,000 tested, 0.007% active; in the data active = displacement above about 50%; note: a part of the inactive calls stands beside numbers as strong as those of hits
WT yeast gro inh mutant strain: also measured in WT yeast gro inh; calls as there; inhibition, %; mitochondrial fusion phenotypic screen, mutant strain inhibition
NS5 inhibitors pilot replicate: further read-out of NS5 inhibitors, marked with its call; inhibition, %; measured here: pilot screen replicate inhibition
Active calls of the source: *; i = inactive; ? = inconclusive; nt = not tested or not shown; [ ] = remark or other dose.

SMILES	RSV CPE inhibition	CSM14.1 death rescue	Yfh1-depleted yeast	WT yeast gro inh	WT yeast gro inh mutant strain	NS5 inhibitors	West Nile antiviral	Large T inhibition	UTI89 phage lysis	XIAP displacement	others
CCCCCCCNC(=O)C1(CC2CC(c3ccc(Cl)cc3)=NO2)CCN(C(=O)C2CCCC2)CC1 (stereo unspecified)	4.4%	nt	nt	nt	nt	-9%	-1.7%	12%	-0.1%	nt
O=C(CCn1cccn1)N1CCCC(N2CCN(c3cccc(C(F)(F)F)c3)CC2)C1 (stereo unspecified)	0.1%	nt	nt	nt	nt	3%	-1.1%	13%	0.3%[50 µM]	nt
CCC(C)[C@H](NC(=O)N1CCC(C)CC1)C(=O)OC (stereo partly specified)	nt	nt	i	nt	nt	3%	0.6%	9%	0.2%	nt
CCOC(=O)Cn1c2ccc(C)cc2c2nc(C)sc21	2.3%	0.6%	i	14	9	-1%	0.1%	11%	0.2%	0.1%
COc1ccc(CCC(C)NCc2ccc(C(F)(F)F)cc2)cc1 (stereo unspecified)	-2.1%	nt	nt	nt	nt	nt	-1.2%	-1%	0.6%	nt
Cc1ccccc1Cn1nc(C)c(NC(=O)c2cc(-c3cccs3)on2)c1C	0.7%	-1.6%	i	-22	-20	-11%	-0.1%	3%	5.0%	-4.8%
O=C1NC[C@@H](Cc2cccc3ccccc23)N(CCc2cc(C(F)(F)F)cc(C(F)(F)F)c2)C1=O	-3.9%	nt	i	nt	nt	-4%	-0.4%	7%	-0.7%	nt
CC(C)(C)NC(=O)C(c1ccncc1)N(C(=O)C1CSC(=O)C1)c1ccccc1 (stereo unspecified)	0.6%	0.0%	i	-1	-10	-10%	-0.4%	9%	-0.6%	-2.9%
Cc1cccc(COCC(Cc2ccccc2)N2CCN(C(=O)c3cccc(C)c3)CCC2=O)c1 (stereo unspecified)	3.3%	-1.8%	i	15	-16	-2%	-0.4%	20%	-1.1%	-2.9%
COC(=O)C(C)Oc1ccc(Oc2nc(Cl)ccc2Cl)cc1 (stereo unspecified)	1.5%	-0.2%	i	26	25	-10%	0.8%	1%	0.8%	-3.2%
Cc1cccc(Nc2cnn(C34CC5CC(CC(CC(=O)O)(C5)C3)C4)c(=O)c2Cl)c1	0.2%	-2.3%	i	4	18	-3%	1.1%	5%	-0.1%	-22%
COC(=O)C1=C(C)N(C)C(C)=C(C(=O)OC)C1c1ccc(C(=O)OC)cc1	3.2%	0.9%	i	nt	nt	-1%	0.7%	4%	0.5%	-4.4%
Cc1ccc(CSCC(=O)N/N=C/c2cccc(OC3CSC3)c2)cc1	0.8%	1.2%	i	-4	-7	-4%	0.1%	-2%	-0.1%	-4.4%
O=C(NCc1ccc(Cl)cc1)c1ccccc1CCc1ccccc1	5.8%	-2.1%	i	-4	0	0%	-0.6%	12%	0.1%	-16%
COc1ccc(OCC(=O)NC2CCCCCCC2)cc1	0.7%	nt	nt	nt	nt	-8%	-0.1%	6%	0.7%	nt
COCCNC(=O)CN1C(=O)CC(C)(C)S(=O)(=O)c2ccccc21	0.2%	-1.7%	i	12	2	-1%	0.0%	4%	4.0%	-3.3%
O=C(NC1CCCC1)c1nc2c(nnn2Cc2ccccc2Cl)c(=O)[nH]1	?	0.2%	i	-2	5	1%	-0.5%	9%	-0.6%	-1.1%
Cc1nc(N(C)C)c2sc(=S)n(C)c2n1	2.4%	-0.7%	i	7	-5	-4%	-0.1%	3%	-1.4%	-26%
CCOC(=O)C1=C(CSc2nc3c(cc2C#N)CN(C)CC3)OC(N)=C(C#N)C1c1ccccc1 (stereo unspecified)	0.4%	1.4%	i	10	4	?	-0.3%	13%	0.0%	-3.1%
CCc1ccc(/C=C2\Oc3c(ccc(O)c3CN3CCN(CCO)CC3)C2=O)cc1	1.4%	nt	i	nt	nt	1%	1.2%	8%	0.0%	nt
COc1cccc(C(=O)N2CCN(C(=O)Cc3ccccc3)CC2)c1	1.3%	-0.6%	i	-4	-15	2%	0.1%	31%	2.1%	-5.4%
Cn1nc(C(=O)OCc2ccc(Br)cc2F)c2ccccc2c1=O	?	-1.2%	i	10	-1	1%	0.0%	14%	0.4%	-5.3%
CC1=C(C(=O)OCC(C)C)C(c2ccsc2)C2=C(CCCC2=O)N1 (stereo unspecified)	11%	-0.9%	i	6	-10	0%	-0.9%	4%	11%	0.3%
CC(NC(=O)c1ccco1)C1CCCO1 (stereo unspecified)	-0.1%	-1.2%	i	19	1	-10%	0.1%	-7%	-0.7%	-1.2%
O=C(CSc1nncn1-c1cccnc1)Nc1ccccc1C(F)(F)F	0.6%	nt	nt	nt	nt	-12%	0.4%	5%	0.0%	nt
O=C1COc2ccc(C(=O)COC(=O)c3cc(S(=O)(=O)NCc4ccccc4)ccc3O)cc2N1	1.8%	nt	i	nt	nt	-5%	0.1%	13%	0.0%	nt
O=c1c2c3c(sc2nc(N2CCNCC2)n1-c1cccc(Cl)c1)CCCCC3	6.8%	nt	i	nt	nt	nt	-0.9%	6%	nt	nt
COc1cc(C=C2C(=O)OC(C)(C)OC2=O)cc(Cl)c1OCC(=O)Nc1ccccc1	1.6%	1.3%	i	-11	1	7%	0.3%	18%	1.1%	-3.6%
Cc1cc(NC(=O)COC(=O)CNC(=O)c2cccs2)c([N+](=O)[O-])cc1C	0.5%	nt	nt	nt	nt	-9%	nt	6%	1.4%[50 µM]	nt
CCN1CCN(c2oc(-c3ccc(OC)cc3)nc2C#N)CC1	-1.3%	nt	i	nt	nt	-1%	-0.8%	nt	3.3%	nt
Cc1cc(NC(=O)CCCSc2nc(-c3ccco3)cc(C(F)(F)F)n2)n(-c2ccccc2)n1	2.7%	0.7%	i	18	-9	-4%	-0.3%	-3%	0.6%	-6.4%
COc1cccc(-c2nnc(SCc3nc4ccccc4[nH]3)n2N)c1	1.8%	-0.1%	nt	6	-2	2%	nt	8%	1.4%[50 µM]	-7.1%
COc1ccc(C2NC(=O)NC3=C2CCc2ccccc23)cc1 (stereo unspecified)	0.3%	-0.5%	i	-11	-7	6%	0.4%	3%	-1.3%	-3.0%
CCn1nc(NS(=O)(=O)c2ccccc2)c2cc3cccc(C)c3nc21	3.4%	6.6%	i	-7	-17	5%	-0.5%	10%	0.2%	-3.3%	NS5 inhibitors pilot replicate=-2.9
CCOC(=O)c1c(S(=O)(=O)N(C)Cc2ccco2)c(C)n(C)c1C	-2.3%	nt	nt	nt	nt	2%	-0.6%	-3%	0.9%	nt
N#CCCN(Cc1cccnc1)C(=O)Nc1cccc(Cl)c1	0.1%	1.0%	i	-12	4	-3%	0.3%	3%	0.2%	-8.0%
COCCCn1c(C(=O)N2CC(C)OC(C)C2)cc2c(=O)n3ccccc3nc21 (stereo unspecified)	1.3%	nt	nt	nt	nt	3%	-0.3%	5%	0.7%[50 µM]	nt
CC(Cc1cccs1)NC(=O)Nc1ccc(Cl)c(Cl)c1 (stereo unspecified)	14%	0.0%	nt	81	84	-5%	nt	-1%	0.6%	-5.2%
Cc1cccc(Nc2nc(N)c([N+](=O)[O-])c(N3CCCC(C)C3)n2)c1 (stereo unspecified)	0.2%	5.0%	i	93*	64*	-4%	0.5%	9%	-1.1%	-3.9%
C=CCn1c(COc2ccccc2-c2ccccc2)nnc1SCC(=O)NC(=O)NCc1ccco1	0.2%	2.3%	i	95*	6.6*	-3%	0.1%	-5%	3.7%	-4.6%
CCCCCCn1c(NCC)nc2c1c(=O)n(C)c(=O)n2C	-1.2%	-0.6%	i	-5	20	3%	-0.5%	0%	0.4%	-7.8%
CCCC(=O)Nc1nnc(CCOC)s1	1.9%	-2.5%	i	-14	-12	-7%	-0.2%	10%	0.1%	-12%
CC(C)C(=O)Nc1oc(-c2ccccc2)cc1C#N	11%	-1.3%	i	8	-3	-1%	-0.1%	6%	-0.2%	-6.3%
O=c1[nH]c(CN2CCN(c3ccccc3)CC2)nc2ccccc12	0.9%	-2.0%	i	1	31	-1%	-0.1%	13%	7.5%	-5.1%
CC(C)[C@H](NC(=O)N1CC(=O)Nc2ccccc21)C(=O)N[C@H](C(=O)O)c1ccccc1	1.2%	nt	nt	nt	nt	-4%	1.0%	7%	0.1%	nt
CCN(CCn1cccn1)C(=O)c1ccc(OC2CCN(C(=O)COC)CC2)cc1	2.0%	nt	nt	nt	nt	2%	-0.8%	16%	-0.4%[50 µM]	nt
COc1ccc(N2CCN(C(=O)c3cc(=O)c4cc(Cl)ccc4o3)CC2)cc1	2.4%	nt	nt	nt	nt	-1%	-1.9%	7%	0.0%	nt
COc1cccc(CN(C)C(=O)c2cc(S(=O)(=O)NCc3ccccc3)ccc2C)c1OC	21%	nt	nt	nt	nt	1%	nt	16%	0.5%[50 µM]	nt
O=S(=O)(NCCSc1ccc(Cl)cc1)c1ccc(F)cc1	14%	-0.8%	i	-11	8	-2%	0.8%	-3%	-0.2%	-1.8%	NS5 inhibitors pilot replicate=0.0
CC(=O)c1ccc(NC(=O)CCC(=O)OCC(=O)c2cccc([N+](=O)[O-])c2)cc1	2.3%	nt	nt	nt	nt	-9%	0.5%	10%	0.2%	nt
Clc1ccc(-c2nnc(SCc3ccon3)o2)c(Cl)c1	9.7%	nt	i	16	15	-3%	-0.6%	-4%	1.9%[50 µM]	-3.9%
Cc1ccn2cc(C34CC5CC(CC(C5)C3)C4)nc2c1	-0.4%	3.9%	i	22	9	-7%	-1.1%	11%	0.7%	0.2%
Cc1ccc(NC(=O)CN(C)C(=O)c2ccc(-n3cncn3)c([N+](=O)[O-])c2)cc1	-0.5%	nt	nt	nt	nt	1%	nt	14%	0.6%[50 µM]	nt
O=C(CSc1nnc(-c2ccco2)n1-c1ccccc1)NCCc1ccccc1	0.1%	0.4%	i	-11	-17	-3%	-0.2%	8%	0.3%	-1.9%
S=c1[nH]nc(-c2cccs2)n1/N=C/c1cn(-c2ccccc2)nc1-c1ccccc1	?	nt	i	nt	nt	-10%	0.8%	6%	3.2%	nt
CS(=O)(=O)c1cccc(-c2nnc(NC(=O)C3=COCCO3)o2)c1	1.0%	nt	nt	nt	nt	1%	nt	9%	0.8%[50 µM]	nt
CN(C)S(=O)(=O)c1ccc(C(=O)OC2CCOC2=O)cc1 (stereo unspecified)	0.4%	nt	nt	nt	nt	-6%	0.7%	7%	0.1%	nt

3 structures out of the list, sorted by count of non-hydrogen atoms, descending:
SMILES	RSV CPE inhibition	CSM14.1 death rescue	Yfh1-depleted yeast	WT yeast gro inh	WT yeast gro inh mutant strain	NS5 inhibitors	West Nile antiviral	Large T inhibition	UTI89 phage lysis	XIAP displacement	others
S=c1[nH]nc(-c2cccs2)n1/N=C/c1cn(-c2ccccc2)nc1-c1ccccc1	?	nt	i	nt	nt	-10%	0.8%	6%	3.2%	nt
CS(=O)(=O)c1cccc(-c2nnc(NC(=O)C3=COCCO3)o2)c1	1.0%	nt	nt	nt	nt	1%	nt	9%	0.8%[50 µM]	nt
Cc1ccn2cc(C34CC5CC(CC(C5)C3)C4)nc2c1	-0.4%	3.9%	i	22	9	-7%	-1.1%	11%	0.7%	0.2%

Compounds were not picked by outcome; about 2.2% have a hit in one of these screens.
